SSB-PriA inh: blocks PriA binding to SSB C-terminal tail; 430,000 tested, 0.6% active; inhibition, % at 33 µM; AlphaScreen SSBct-PriA binding, biotinylated peptide; in the data active = inhibition mostly above about 37%, no sharp cut-off; inactive = mostly below about 20%;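 also: plate controls were negative control peptide for no effect and reference peptide for full effect; strong numbers were not always called active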
Active calls of the source: *; i = inactive; & = joins results of further samples. The list is partial; the hit share may differ from the screen's.

SMILES	SSB-PriA inh
C=CCn1c(SCC(=O)N2CCOCC2)nc2sc3c(c2c1=O)CCC(C)C3 (stereo not given)	12
O=C(c1ccc2c(c1)CCCC2)N1CCC(Oc2nc3ccccc3s2)CC1	-5
CC(C)Oc1ccc(C(=O)N2CCN=C2SCc2cccc(F)c2)cc1	7
NC(=O)C1CCN(c2ccc3cccc(OCC(=O)Nc4ccc(OC(F)(F)F)cc4)c3n2)CC1	-7
O=C(CSc1nnc(NC(=O)c2ccc(Br)o2)s1)Nc1ccc2c(c1)OCO2	-16
O=C1CN(CCC2=CCCCC2)C2CS(=O)(=O)CC2N1c1ccc(Cl)cc1 (stereo not given)	-7
COc1ccccc1-n1ncc2c(C)nnc(SCC(=O)N3CCCCC3)c21	-12
O=C(c1cc(-c2ccccc2)on1)N1CCC(c2ccsc2)CC1	-10
Cc1ccc(C(=O)N/N=C/c2ccc(-c3ccc([N+](=O)[O-])cc3)o2)cn1	i
c1ccc2oc(-c3nnc(-c4ccncc4)o3)cc2c1	-2
Cc1c(Cl)ccc2sc(N3CCNCC3)nc12	-1
Cc1nnc(NC(=O)c2ccc(-n3cncn3)nn2)s1	-15
COC(=O)c1cc(N=Nc2c(O)ccc3ccccc23)cc(C(=O)OC)c1	9
O=C(CSc1nc(-c2ccco2)cc(C(F)(F)F)n1)c1cccc(Cl)c1	-2&5
O=C(c1nc2ccccc2s1)N1CCN(C(=O)c2cnn3c2CCCC3)CC1	-20
COc1ccc(-c2ccc(=O)n(CCCNC(=O)c3cc4ccccc4oc3=O)n2)cc1	-4
COC1(CNC(=O)C2CC=CCC2)Cc2ccccc2C1 (stereo not given)	-24
COc1ccc(CC(=NO)c2ccc(OC)cc2)cc1	9
O=S(=O)(c1ccc(Cl)cc1)N1CCCC(c2nnc(COc3ccccc3)o2)C1 (stereo not given)	6
CCOc1cc(NS(=O)(=O)c2cc(Br)ccc2OC)ncn1	-7

17 neighbouring compounds from above, for reference:
SMILES	SSB-PriA inh
C=CCn1c(SCC(=O)N2CCOCC2)nc2sc3c(c2c1=O)CCC(C)C3 (stereo not given)	12
O=C(c1ccc2c(c1)CCCC2)N1CCC(Oc2nc3ccccc3s2)CC1	-5
CC(C)Oc1ccc(C(=O)N2CCN=C2SCc2cccc(F)c2)cc1	7
NC(=O)C1CCN(c2ccc3cccc(OCC(=O)Nc4ccc(OC(F)(F)F)cc4)c3n2)CC1	-7
O=C(CSc1nnc(NC(=O)c2ccc(Br)o2)s1)Nc1ccc2c(c1)OCO2	-16
O=C1CN(CCC2=CCCCC2)C2CS(=O)(=O)CC2N1c1ccc(Cl)cc1 (stereo not given)	-7
COc1ccccc1-n1ncc2c(C)nnc(SCC(=O)N3CCCCC3)c21	-12
O=C(c1cc(-c2ccccc2)on1)N1CCC(c2ccsc2)CC1	-10
Cc1ccc(C(=O)N/N=C/c2ccc(-c3ccc([N+](=O)[O-])cc3)o2)cn1	i
c1ccc2oc(-c3nnc(-c4ccncc4)o3)cc2c1	-2
Cc1c(Cl)ccc2sc(N3CCNCC3)nc12	-1
Cc1nnc(NC(=O)c2ccc(-n3cncn3)nn2)s1	-15
COC(=O)c1cc(N=Nc2c(O)ccc3ccccc23)cc(C(=O)OC)c1	9
O=C(CSc1nc(-c2ccco2)cc(C(F)(F)F)n1)c1cccc(Cl)c1	-2&5
O=C(c1nc2ccccc2s1)N1CCN(C(=O)c2cnn3c2CCCC3)CC1	-20
COc1ccc(-c2ccc(=O)n(CCCNC(=O)c3cc4ccccc4oc3=O)n2)cc1	-4
COC1(CNC(=O)C2CC=CCC2)Cc2ccccc2C1 (stereo not given)	-24

Continued.
SMILES	SSB-PriA inh
Oc1ccccc1C=NNc1ncc(Br)cn1	-15
Cc1ccc(N2CCn3c2nc2c3c(=O)n(CCN3CCOCC3)c(=O)n2C)cc1Cl	0
COc1ccc(NC(=O)c2ccc(SC(C)C)cc2)cc1	-4
COc1cc(-c2nnc(NC(=O)CCCS(=O)(=O)c3ccc(F)cc3)o2)cc(OC)c1OC	-1
O=C1c2cc(N3CCOCC3)c([N+](=O)[O-])cc2C(=O)N1c1cccc2c1CCCC2	8
CN(C)c1ccc(OC2CCN(C(=O)c3cccn(C)c3=O)C2)nn1 (stereo not given)	-33
Cn1c2ccccc2c2cc(C=NNC(=O)c3ccc(O)cc3O)ccc21	-17
C#CCn1c(=NC(=O)c2ccc([N+](=O)[O-])o2)sc2cccc(Cl)c21	-3
Cc1ccc(NC(=O)Cc2csc(Nc3ccc(S(C)(=O)=O)cc3)n2)cc1F	-16&2
C=CCN=c1scc(-c2cccc(Cl)c2)n1/N=C/c1ccccn1	i
COc1ccc(C=NNC(=O)CNC(=O)C2COc3ccccc3O2)cc1OC (stereo not given)	5
COCCCN1C(=O)C(=O)C(=C(O)c2ccc(S(=O)(=O)N3CCOCC3)cc2)C1c1cccc(Cl)c1 (stereo not given)	1
O=C(Nc1ccc(Cl)c(C(F)(F)F)c1)c1cc2ccccc2c(=O)s1	-9
Oc1ccc(CNc2ncccn2)c2cccnc12	76*
O=[N+]([O-])c1c(O)c(Cl)cc(Cl)c1Cl	-1
O=C(NN=Cc1cccc([N+](=O)[O-])c1)c1cc2c(ccc3ccccc32)o1	1
c1ccc(CCn2c(-c3ccco3)nc3nc4ccccc4nc32)cc1	4
O=C(NCc1cnn2c1CCCC2)c1cc2ccccc2s1	-12
CCOC(=O)c1sc(NC(=O)Cc2cc(=O)[nH]c(SCc3ccccc3)n2)nc1C	-2
O=C(c1cc(Cl)ccc1Cl)N1CCN(c2ccc3nnc(-c4ccco4)n3n2)CC1	-20
Cc1cc(C)n(CCNC(=O)C2CSc3nc(C(C)(C)C)cc(=O)n3C2)n1 (stereo not given)	9
CCN(CC)S(=O)(=O)c1cccc(C(=O)NN=Cc2cccc(O)c2O)c1	7
O=S1(=O)N=C(NN=Cc2ccccn2)c2ccccc21	82*
CN(C)S(=O)(=O)c1ccc(C(=O)NCC2CCN(C(=O)Nc3ccc(F)cc3)CC2)cc1	-12
NS(=O)(=O)c1ccc(CNC(=O)Cc2csc(Nc3ccccc3)n2)cc1	-14
COc1ccccc1NC(=O)N1CCC(c2nnc(-c3ccccc3OC)s2)CC1	3
CC(=NNC(=O)c1ccc(NS(=O)(=O)c2cccs2)cc1)c1ccccc1	-2
CC(/C=C/c1ccccc1)=NNc1nc2c(c(=O)[nH]c(=O)n2C)n1CCO	-7
CCCOc1cc(S(=O)(=O)N2CCOCC2)ccc1Cl	-39&-12
Cc1ccnc(Nc2nc(-c3ccccn3)cs2)c1	147*
O=C(O)c1cccc(NC(=S)NN=Cc2ccccc2OCc2ccc(Br)cc2)c1	17
CC(C)(C)OC(=O)C[C@@H]1C/C=C/C[C@@H](CC(=O)N(CCO)Cc2ccccc2)C(=O)N2CCC[C@H]2COC1=O	1
Cc1ccccc1-c1noc(Cn2cnc3c(nnn3-c3cccc(Cl)c3)c2=O)n1	-3
O=C1C(Cl)=C(NS(=O)(=O)c2ccc(Cl)cc2)C(=O)c2ccccc21	6
COc1cccc(C(CNC(=O)C(=O)Nc2cc(C)nc3ccccc23)N2CCOCC2)c1 (stereo not given)	-2
CCCOc1ccc(N2CCN(C(=O)COc3ccccc3F)CC2)nn1	-11
CC(C)(C)C(=O)N1Cc2cncnc2C1	18
CC(=O)NC(=Nc1nc(C)cc(C)n1)Nc1cccc(C)c1C	1
O=C(NCCSC1CCOCC1)c1cc(-c2ccco2)[nH]n1	-12
Cc1ccccc1Cn1cnc2c(cnn2CCNC(=O)C2(c3ccc(Cl)cc3)CCCC2)c1=O	4
Cc1ccc(Oc2cccc(C(=O)NCCNc3cc(-n4cccc4)nc(C)n3)c2)nn1	-2
NC(=O)c1c(NC(=O)/C=C/c2ccc([N+](=O)[O-])s2)sc2c1CCCCC2	-7
CC(=NNc1ccccc1[N+](=O)[O-])c1ccc(N2CCOCC2)cc1	-9
Nc1nnc2n1CCCS2	-9
Clc1ccc(SCC[C@H]2CCCCN2)cc1	-5
CCOc1ccc2nc(N3CCN(C(=O)c4ccccc4S(=O)(=O)CC)CC3)sc2c1	13
CCN1CCCc2cc(CCNC(=O)Nc3ccccc3)ccc21	63*
CCCCn1c(O)c(C=C2C=Nc3ccccc32)c(=O)[nH]c1=O	-6
Cc1ccc(C)c(COc2coc(CN3CCN(c4ccccc4)CC3)cc2=O)c1	16
O=C(COc1ccc(Cl)cc1)NCCn1nc(-c2ccc(F)cc2)ccc1=O	7
Cn1cccc(C(=O)N2CCCC(Oc3nccnc3C#N)C2)c1=O (stereo not given)	-6
Cc1cccn2cc(-c3cccc(NC(=O)CCc4ccccc4)c3)nc12	3
O=C(Cc1csc(Nc2ccc(F)cc2)n1)Nc1ccc2c(c1)OCO2	-8
NCc1ccc(C(O)c2cccs2)s1 (stereo not given)	1
CC(=NNC(=O)c1cc(-c2ccc(C)s2)nc2ccccc12)c1cccnc1	-3
O=C(Nc1ccc(F)cc1F)c1cc(Cl)cc(Cl)c1	-7
Cc1cccc(N2CC(O)(c3ccc(F)cc3)[N+]3=C2SCCC3)c1C (stereo not given)	-6
Fc1cccc(Cl)c1CSc1ncnc2ccccc12	-17
O=C(CNC(=O)c1ccc(S(=O)(=O)N2CCCCC2)cc1)N/N=C\c1ccc(Br)cc1	-6
Cc1ccc(S(=O)(=O)N2CC(=O)c3ccccc3C2)cc1	-5

Carrying on.
SMILES	SSB-PriA inh
CSC1CC2CCC(C1)N2C(=O)c1cccc2ccc(C)nc12 (stereo not given)	1
O=C(Nc1nc(C(=O)N2CCc3ccccc3C2)co1)C1CC1	8
CN(C)c1ccc(CCNC(=O)C(=O)NCCc2ccccc2)cc1	-8
O=C(CN1C(=O)CCC1=O)NCC1CCN(C(=O)c2ccncc2)CC1	-4
Cc1nn(C)c(C)c1C(=O)N1CCC(c2cc(C(=O)Nc3ccccc3F)n[nH]2)CC1	-10
Cc1cccc(C(=O)NN=Cc2ccoc2)c1	-5
CNC(=O)Cc1csc(NC(=O)Cc2cc(=O)[nH]c(SCc3ccccc3F)n2)n1	-11
COc1ccc(C(=O)NN=Cc2ccc(N3CCOCC3)o2)cc1OC	2
Cc1ccc(-n2[nH]c(C)c(C=Nn3c(C)nc4ccccc4c3=O)c2=O)cc1	5
CC(=O)Nc1ccc(-c2csc(N/N=C/c3ccncc3)n2)cc1	i
O=C(Nn1cnc2c(cnn2-c2ccccc2)c1=O)c1cc2ccccc2oc1=O	10
C/C(C=NNc1nc2ccccc2[nH]1)=C\c1ccccc1	26
CC(=NNc1ccccc1)c1c(O)cc(C)oc1=O	3
COc1ccccc1Nc1nc2ccc(Br)cc2c(-c2ccccc2)c1-c1cc(-c2ccccc2)c2cc(Cl)ccc2n1	-19
COc1ccccc1-c1cnn2c(N3CC(C)CC(C)C3)cc(C)nc12 (stereo not given)	-56
CCN(CC)S(=O)(=O)c1ccc2c(c1)OCCO2	-13
O=C(C(C=Nc1cccc(C(F)(F)F)c1)=C(O)c1ccco1)C(F)(F)F	-5
O=C(Cc1ccc(Cl)cc1)NCCn1ncc2c(=O)n(Cc3ccccc3F)cnc21	-3
COc1ccc(C=NNC(=O)c2ccccc2OC)cc1COc1ccccc1[N+](=O)[O-]	-4
O=C(NCCC1=CCCCC1)c1nnn(Cc2ccccc2F)c1-c1ccncc1	-3
CCOC(=O)N1CCC(n2c(SCC(=O)Nc3cc(Cl)c(OC)cc3OC)nc3ccsc3c2=O)CC1	7
Cc1cc(C)c(S(=O)(=O)N2CCN(c3ccc(-n4cccn4)nn3)CC2)c(C)c1	-17
O=C(O)c1ccc(-n2cccc2)cc1	-2&3
Cc1ccc(C2CC(c3ccc(Br)cc3)=NN2C(=O)CSc2nc3c(cnn3-c3ccccc3)c(=O)[nH]2)cc1 (stereo not given)	12
CC(=NNC(=O)c1ccc(N(C)C)cc1)c1ccc(C)cc1C	-1
O=C(NCCc1nc2ccccc2[nH]1)c1cc(-c2ccccc2)n(C2CCS(=O)(=O)C2)n1 (stereo not given)	1
CCOCC(=O)Nc1ccc2c(c1)CN(C(=O)C1CC1)CC2	2
COc1ccc(Cl)cc1NC(=O)CSc1nnc2[nH]c(=O)c(C)c(C)n12	-14
CCCS(=O)(=O)N1CCCc2cc(NC(=O)c3cc(C4CC4)on3)ccc21	-20
O=C(Nc1nc2c(Cl)ccc(Cl)c2s1)C1COc2ccccc2O1 (stereo not given)	-6
COCCN1CCC(NC(=O)c2ccc3nsnc3c2)CC1	-18
O=c1nccc(NN=Cc2ccccc2O)[nH]1	-6
CCc1ccc2c(c1)sc(=NC(=O)CCS(=O)(=O)c1ccccc1)n2C	4
N#CC(=C(O)c1ccc(Cl)s1)c1nc2ccccc2s1	1
COc1ccc(CCNC(=S)NS(=O)(=O)c2ccc(C)cc2)cc1OC	-9
COCCn1c(=NC(=O)c2ccccc2NS(=O)(=O)c2ccc(C)cc2)sc2cc([N+](=O)[O-])ccc21	-1
CC(C)c1ccc(Sc2ccc(N3CCC(C(=O)OCc4cccc(F)c4)CC3)nn2)cc1	-9
COc1ccc(C=Nn2c(-c3ccc(C)cc3)n[nH]c2=S)cc1OC	-5
O=C(Nc1nnc(SCc2cccc3ccccc23)s1)c1cccs1	-12
O=C(Cc1cc(-c2cc3ccccc3o2)on1)Nc1cccc(C(F)(F)F)c1	-10
O=C1Nc2ccc(Br)cc2C1=NN=CC1=C(N2CCOCC2)/C(=C\c2ccccc2)CC1	45
O=C(CC1SC(=NS(=O)(=O)c2ccc(F)cc2)N(c2ccccc2)C1=O)Nc1ccccc1 (stereo not given)	-2
Cc1ccc(OCC(=O)NN=Cc2cn(C)c3ccccc23)c([N+](=O)[O-])c1	-15
COc1ccc2nc(N(CCN(C)C)C(=O)CCOc3ccccc3)sc2c1	8
Cc1cc(C)n(CC(=O)NC2CCCCC2)c(=O)c1-c1nc(-c2ccccc2)no1	-7
COc1ccc2sc(N(CCCN3CCOCC3)C(=O)c3ccc(Br)s3)nc2c1	9
O=S(=O)(Cc1ccc(Cl)cc1)c1ccc(NCc2ccc3c(c2)OCO3)nn1	-6
Cc1ccc(NC(=O)C2C(=O)CN(c3ccccc3)C2=O)c(C)c1 (stereo not given)	-1
Cc1cc(OCC(=O)O)c(C(C)C)cc1Br	-3
O=C1NC(=O)c2cc(NC(=O)C3CCCN(S(=O)(=O)c4ccc(Cl)cc4)C3)ccc21 (stereo not given)	-8
COc1ncc(NS(=O)(=O)c2cccc(C(F)(F)F)c2)cn1	5
CC(=O)Nc1ccc2nc(Nc3nc4c(F)cc(F)cc4s3)sc2c1	-9&-8
